# Screening results from PubChem BioAssay.
# hcDAF-12 act: activators of H. contortus DAF-12 nuclear receptor | HEK293 hcDAF-12 lit1-tk-luc reporter, luminescence; 0% DMSO, 100% Δ7-dafachronic acid | activation, % at 6.8 µM | hit rate 1.4% among 370,000 | AID 652067;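 active means activation above the mean of all tested compounds plus 3 SD, cut at about 5.5% in these data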;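 further: 100% = response to 3 µM Δ7-dafachronic acid high control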
# MBD2 DNA inh: MBD2-methylated oligo binding inhibition; Q9UBB5; TR-FRET, MBD2 binding to methylated oligonucleotide; inhibition, % at 4.4 µM; hit rate 0.31% among 370,000; AID 686964; in the data active means inhibition above about 13%
# Target sequence (Q9UBB5 whole entry, looked up): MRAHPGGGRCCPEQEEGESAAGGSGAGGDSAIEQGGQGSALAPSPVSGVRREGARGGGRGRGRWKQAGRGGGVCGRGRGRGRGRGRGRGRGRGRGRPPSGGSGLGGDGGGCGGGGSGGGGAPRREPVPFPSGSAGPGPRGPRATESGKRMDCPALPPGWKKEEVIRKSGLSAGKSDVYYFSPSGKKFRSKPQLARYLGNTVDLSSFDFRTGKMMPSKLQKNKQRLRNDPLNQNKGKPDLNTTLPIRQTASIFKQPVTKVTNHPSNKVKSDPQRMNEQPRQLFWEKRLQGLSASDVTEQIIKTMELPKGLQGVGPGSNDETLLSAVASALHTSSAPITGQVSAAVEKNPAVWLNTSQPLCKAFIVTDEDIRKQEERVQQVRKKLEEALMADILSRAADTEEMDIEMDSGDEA
# DAX1 inh-1: inhibitors of human orphan nuclear receptor DAX1 (NR0B1); HEK293 Gal4-DAX1 luciferase reporter, luminescence; inhibition, % at 6.75 µM; hit rate 0.99% among 340,000; AID 504766;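 active means inhibition above the mean over all tested compounds plus 3 SD, cut at about 4.2% in these data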;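 further: 0% = DAX1-transfected cells with DMSO and 100% = empty-vector control cells with DMSO; inhibition shows as a rise in luminescence from relieved DAX1 repression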
# DAX1 inh-2: blocks DAX1 repression of SF-1 activated StAR promoter; HEK293T StAR-luciferase reporter, SF-1/DAX-1 repression relief; inhibition, % at 6.8 µM; hit rate 1.1% among 370,000; AID 652010;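 active means inhibition above the mean over all tested compounds plus 3 SD, cut at about 3.6% in these data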;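 further: 0% = DAX-1 cells with DMSO and 100% = cells lacking DAX-1 with DMSO; higher inhibition means more luminescence from relief of DAX-1 repression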
# NR1D1 modulator: Rev-erb alpha (human) modulation | Rev-erbα–FITC-DNA binding, fluorescence polarization, 90 min | activity, % at 10 µM | hit rate 0.79% among 370,000 | P20393;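 active means activity above about 14%, limit read from the data; passing the limit was not always enough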;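 further: 0% = DMSO wells with 35 nM protein and 100% = DMSO wells with 750 nM protein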
# ssDAF-12 act: activates DAF-12 receptor from parasite S. stercoralis | hit rate 1% among 370,000 | activation, % at 6.8 µM | HEK293 ssDAF-12/GRIP1 lit1-tk-luc reporter, luminescence; % of 3 µM dafachronic acid response;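 active means activation above the mean over all tested compounds plus 3 SD, cut at about 0.9% in these data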;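 further: 0% = DMSO-only wells and 100% = 3 µM delta7-dafachronic acid wells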
# ADAM17 inh: ADAM17 inhibition, QFRET primary screen | P78536 | recombinant ADAM17, EDANS/DABCYL FRET peptide cleavage | inhibition, % at 6.95 µM | hit rate 0.83% among 370,000;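 active means inhibition above the mean of compounds lying between control limits plus 3 SD, set per campaign, cut at about 8.5% in these data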;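 further: 0% = DMSO-only wells as the low control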
# Target sequence (P78536 215-824 limits assumed): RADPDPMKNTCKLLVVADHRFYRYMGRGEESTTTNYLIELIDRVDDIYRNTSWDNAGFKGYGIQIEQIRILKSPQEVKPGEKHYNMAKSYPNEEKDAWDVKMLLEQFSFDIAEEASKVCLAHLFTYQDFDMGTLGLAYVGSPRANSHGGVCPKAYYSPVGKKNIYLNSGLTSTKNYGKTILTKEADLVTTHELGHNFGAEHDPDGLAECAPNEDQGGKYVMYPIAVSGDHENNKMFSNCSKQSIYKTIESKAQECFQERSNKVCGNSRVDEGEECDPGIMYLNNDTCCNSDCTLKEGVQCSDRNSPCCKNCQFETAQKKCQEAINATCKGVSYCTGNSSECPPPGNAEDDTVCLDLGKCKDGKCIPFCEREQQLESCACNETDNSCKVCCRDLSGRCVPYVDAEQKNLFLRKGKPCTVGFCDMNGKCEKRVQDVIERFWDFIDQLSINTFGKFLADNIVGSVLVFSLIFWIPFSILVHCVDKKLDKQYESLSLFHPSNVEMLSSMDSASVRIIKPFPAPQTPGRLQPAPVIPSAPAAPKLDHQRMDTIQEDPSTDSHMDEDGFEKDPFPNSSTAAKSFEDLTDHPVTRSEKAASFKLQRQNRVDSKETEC
# hgDAF-12 ag: agonists of H. glycines DAF-12 nuclear receptor; HEK293 GAL4-hgDAF12 UAS-luciferase reporter, agonist luminescence; normalized to butyrate control; activation, % at 6.8 µM; hit rate 1.8% among 370,000; AID 687014;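 active means activation above a cutoff set at the mean of all screened compounds plus 3 SD, cut at about 10% in these data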;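 further: 0% = DMSO wells and 100% = sodium butyrate wells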
# PLCg1 inh: blocks human PLC-gamma1 enzyme activity; P19174; purified PLC-gamma1, fluorogenic substrate, fluorescence; inhibition, % at 12.2 µM; hit rate 0.84% among 370,000; AID 720700; in the data active means inhibition above about 9.5%
# PLCb3 inh: inhibitors of human phospholipase C beta3 | Q01970 | Purified PLC-beta3, fluorogenic substrate, fluorescence | inhibition, % at 12.2 µM | hit rate 0.18% among 370,000 | AID 720704; in the data active means inhibition above about 11%;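 further: 0% = median of compound wells on plate and 100% = full blocker control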
# SMARCA2 activ: activators of SMARCA2 function; hit rate 1% among 370,000; AID 652017; MG213 cells, MMTV-luciferase reporter, dexamethasone, overnight; activation, % at 9.1 µM; in the data active means activation above about 7.8%;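 further: 0% = vehicle wells and 100% = reference activator wells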
# Starred values were filed as active, the others as inactive; x = no result given.
SMILES,hcDAF-12 act,MBD2 DNA inh,DAX1 inh-1,DAX1 inh-2,NR1D1 modulator,ssDAF-12 act,ADAM17 inh,hgDAF-12 ag,PLCg1 inh,PLCb3 inh,SMARCA2 activ
N#CC1=C(N)OC2=C(CN(Cc3ccccc3)C/C2=C\c2cccnc2)C1c1cccnc1 (stereo not given),0.6,-5,1.4,0.1,3,-1.1,-18,-0.9,-47,-58,1
CCOC(=O)c1cnc2ccc(Cl)cc2c1N1CCN(C)CC1,1.2,-11,-0.9,-0.1,6,-0.9,0,2.1,-4,-2,-1
CCC1(CC)NC(=O)N(CC(=O)OCC(=O)c2cc(C)c(C)cc2C)C1=O,0.9,1,-0.4,-0.9,0,-1.1,-1,1.6,-2,-6,-1
CCCCn1c(N)c(N(CCOC)C(=O)CSc2nnc(-c3ccco3)n2CC)c(=O)[nH]c1=O,-0.9,-2,0.5,-1.3,2,-1.0,-1,-0.7,2,0,-2
COc1ccc(C2(C)NC(=O)N(CC(=O)N3CCc4ccccc43)C2=O)cc1OC (stereo not given),1.8,-4,-0.4,0.4,-1,-1.1,-3,1.0,-2,-4,-2
COc1cc2[nH]c(=S)nc(NCCc3ccc(C)cc3)c2cc1OC,-1.1,5,-1.4,0.2,76*,-2.1,-6,-1.4,-3,-5,-1
CCOc1ccc(NC(=O)CSc2nc(C3CC3)nc3ccccc23)cc1,-0.5,2,-0.6,-0.7,129*,-1.6,1,2.0,7,7,0
CCCCCN(C(=O)CCC(=O)OC(C)C(=O)c1ccc(Cl)cc1)c1c(N)n(CCCC)c(=O)[nH]c1=O (stereo not given),-1.5,-2,-0.6,0.5,0,-0.6,1,-0.7,-2,-4,1
O=C1Nc2ccc(Br)cc2/C1=N/N=C/C1=C(N2CCOCC2)C(=C\c2ccccc2)/CC1,3.6,-2,0.6,0.3,0,-0.3,-1,1.6,-4,-4,2
Cc1cnc(C(=O)OC(C(=O)c2ccccc2)c2ccccc2)cn1 (stereo not given),0.1,-6,1.1,0.0,-4,-1.3,-3,-1.3,3,4,0
CCc1ccc(CCN2C(=O)c3ccccc3C2=O)nc1,0.6,1,-1.2,0.3,-1,-0.9,0,0.5,3,-6,-3
Cc1nc(CN(C)C(=O)C2CCC(=O)N(CCc3cccc(F)c3)C2)cs1 (stereo not given),-0.3,0,-0.4,0.0,-2,-1.0,1,0.4,-1,-9,-3
Cc1cc(F)c(F)c(C(=O)N2CCC(C)CC2)c1Cl,-0.3,2,0.3,-0.2,2,-1.6,-1,0.5,1,2,4
Cc1cccc2cc(/C=N/NC(=O)c3ccncc3)c(Cl)nc12,0.3,0,1.4,-0.2,-4,-1.6,-2,-0.4,1,-6,-2
O=C(CNC(=O)c1cccc(OC(F)F)c1)Nc1ccc(Cl)cc1,-1.9,-4,-0.7,-0.7,-2,-0.9,2,-1.0,2,-5,-3
O=C(N[C@@H](Cc1ccccc1)C(=O)O)c1ccc(C(F)(F)F)cc1,1.2,1,1.1,0.5,3,-1.2,-2,2.0,4,-4,1
CC1CCc2sc(C(=O)Nc3ccc(C(N)=O)cc3)cc2C1 (stereo not given),0.1,7,-1.0,1.1,-4,-0.9,-18,4.1,-6,-14,-2
CCOC(=O)Cc1[nH]nc2c1C(Cc1ccccc1)C(C#N)=C(N)O2 (stereo not given),-0.3,-1,0.0,0.6,0,-1.1,0,-2.6,-5,-5,-1
CCOC(=O)c1cc[nH]c1CC(=O)NC,1.0,-2,-0.5,-0.5,-2,-1.0,-4,3.2,-1,-5,2
CCOc1ccc(CN(C(=O)c2ccccn2)c2ccc(OC)c(Cl)c2)cc1,-2.2,1,-1.9,0.2,7,-0.5,0,6.4,-2,-8,3

# Single records (already shown).
# Listed for N#CC1=C(N)OC2=C(CN(Cc3ccccc3)C/C2=C\c2cccnc2)C1c1cccnc1 (stereo not given) → hcDAF-12 act: 0.6; MBD2 DNA inh: -5; DAX1 inh-1: 1.4; DAX1 inh-2: 0.1; NR1D1 modulator: 3; ssDAF-12 act: -1.1; ADAM17 inh: -18; hgDAF-12 ag: -0.9; PLCg1 inh: -47; PLCb3 inh: -58; SMARCA2 activ: 1
# Listed for O=C1Nc2ccc(Br)cc2/C1=N/N=C/C1=C(N2CCOCC2)C(=C\c2ccccc2)/CC1 → hcDAF-12 act: 3.6; MBD2 DNA inh: -2; DAX1 inh-1: 0.6; DAX1 inh-2: 0.3; NR1D1 modulator: 0; ssDAF-12 act: -0.3; ADAM17 inh: -1; hgDAF-12 ag: 1.6; PLCg1 inh: -4; PLCb3 inh: -4; SMARCA2 activ: 2

# The results go on.
SMILES,hcDAF-12 act,MBD2 DNA inh,DAX1 inh-1,DAX1 inh-2,NR1D1 modulator,ssDAF-12 act,ADAM17 inh,hgDAF-12 ag,PLCg1 inh,PLCb3 inh,SMARCA2 activ
COc1ccc(Cn2ccnc2)cc1Br,-2.1,-2,0.1,0.4,-5,-1.4,-2,-0.6,5,5,3
Cc1ccc(COc2ccccc2-c2cc(C(=O)N/N=C/c3cccnc3)[nH]n2)cc1,-1.9,2,-1.9,-1.3,0,-1.2,-3,1.9,-3,-7,-1
CC(C)C(=O)O/N=C(\N)c1ccc(Oc2ccc(Cl)cc2)c([N+](=O)[O-])c1,0.7,1,0.6,-0.1,0,-1.2,-1,1.1,-2,-10,1
Cc1csc(C(=O)O)c1NC(=O)c1c(Cl)cccc1Cl,0.0,6,-0.8,0.3,-6,-0.3,-1,-0.8,-3,-9,0
COc1cc(C(=O)NC2CC3CCCC(C2)N3C2CC2)cc(OC)c1OC (stereo not given),0.1,0,0.6,-0.2,4,-1.1,-5,-1.7,0,2,-1
CSc1nc(N)n2nc(-c3ccc(Cl)cc3)cc2n1,3.4,-7,x,2.0,-6,-0.1,4,9.1,4,-1,3
Cc1cc(C)n(-c2cccc(CN3CCC(CO)(Cc4ccccc4)CC3)c2)n1,-1.4,2,0.6,0.1,6,-2.3,1,-3.1,0,-6,-1
COc1cccc(-c2nc(CS(=O)(=O)CC(=O)Nc3cc(F)ccc3F)c(C)o2)c1,-1.7,-4,-0.8,-1.6,-3,-1.6,3,0.5,-1,-5,-2
O=C(NCCC(=O)N1CCCCCCC1)c1ccc(Br)cc1,-0.5,1,0.1,1.2,-1,-0.8,-3,-1.7,-1,-5,0
CCCCC(=O)OCc1nc2ccccc2s1,3.8,-3,2.0,0.5,1,0.0,-1,3.0,-5,-8,-1
CCc1ccc2c(c1)cc(CN(Cc1ccco1)C(C)=O)c1nnnn12,-0.2,3,0.9,-0.8,-2,-0.9,-3,-1.2,3,1,-4
COc1ccc(CNc2ncnc3cc(OC)c(OC)cc23)cc1,-1.5,0,-0.5,0.0,3,-1.1,-4,-2.8,-3,1,-1
O=C1CC(=O)N(Cc2cccs2)C(=O)N1,0.9,3,0.5,-0.3,-1,-0.3,-5,0.4,-1,-5,-2
COC(=O)c1cnn(-c2ccc(Cl)cc2)c1/C=N/NC(=S)Nc1ccccc1,-3.7,2,x,x,7,-2.3,-5,0.3,2,-3,x
Cc1sc2nc(CN3CCCC3)nc(N3CCN(C(=O)c4ccco4)CC3)c2c1C,3.3,1,-0.2,0.4,-3,0.0,-5,2.3,-33,-41,1
CC(=O)C1=C(O)C(=O)N(CCc2c[nH]c3ccccc23)C1c1ccccc1 (stereo not given),-0.7,0,3.7,0.1,-1,-0.6,-1,4.8,-4,-8,-2
Cc1cc(=O)cc(C)n1-c1ccc2c(c1)nc(C)n2-c1ccccc1,-0.5,-4,-0.1,0.0,6,-1.8,-2,-4.0,-1,3,-5
Cc1cccc2sc(NC(=O)CCNS(=O)(=O)c3cccs3)nc12,0.8,4,-0.9,-0.5,2,-0.9,0,-2.4,0,1,-4
O=S1(=O)N[C@H](Cc2ccccc2)COc2cc(N3CCC[C@@H]3CO)ccc21,0.2,3,x,-2.2,6,-1.2,-4,-0.5,1,-2,-4
CC12C(=O)N(NC(=O)c3ccncc3)C(=O)C1C1C=CC2C1 (stereo not given),-0.9,9,2.6,0.3,8,-1.6,-4,0.0,4,3,-1
O=C(Nc1ccc(Cl)cc1)C1c2cccc[n+]2CC(=O)N1Cc1ccc2c(c1)OCO2 (stereo not given),6.7*,-7,0.0,0.1,3,2.9*,4,3.3,-11,-18,1
Cc1nc(NCC2CCCO2)c2nnn(Cc3c(F)cccc3Cl)c2n1 (stereo not given),0.2,5,-1.4,-1.4,4,-1.5,-2,0.1,-1,-4,-4
O=C(CC12CC3CC(CC(C3)C1)C2)NCc1ccncc1,-0.4,-1,1.0,0.3,-2,-0.7,-1,-0.5,0,0,-2
CCCCNc1nc(N)nc(-c2cc(Cl)ccc2O)n1,2.8,1,0.4,2.2,1,-1.2,-18,10,-281,-309,17*
NC(N)=NC1=NC(=O)C(Cc2ccccc2)S1 (stereo not given),-2.4,3,2.1,0.0,0,-1.4,-3,-1.0,0,-3,-2
Cc1ccc(F)cc1NC(=O)CCNC(=O)c1ccc([N+](=O)[O-])cc1,-1.5,-1,0.2,0.0,-3,-0.8,-3,-1.6,0,0,3
C=CCSc1nc(-c2ccc3c(c2)OCO3)cc(C(F)(F)F)c1C#N,3.2,0,-0.9,-0.6,25*,-0.1,-6,-1.2,-30,-48,1
C#CC(=O)CC1(CN(Cc2ccccc2)C(=O)OC(C)(C)C)CCCCC1,-0.1,2,-1.1,0.1,4,-1.3,6,3.0,5,0,0
CCOc1cc(/C=N\NC(=O)c2ccc(C)nc2)cc([N+](=O)[O-])c1O,-0.2,-12,1.4,0.1,11,-0.6,4,-0.6,7,6,-1
CC(Sc1ccc(Cl)cc1)C(=O)NCc1cccnc1 (stereo not given),-2.0,1,0.4,0.4,-7,-0.7,-2,-0.5,1,-1,-1
CC(/C=N/NC(=O)Cc1cccs1)=C\c1ccccc1,2.6,0,-0.1,1.4,-1,-1.0,3,10,1,1,2
CC1CC(C)CN(CCOCCSc2ccccc2)C1 (stereo not given),-2.6,-4,0.5,0.2,2,0.2,0,-0.4,-1,1,-2
COc1ccc(CCn2c(C)c(C(C)=O)c(C(C)=O)c2C)cc1OC,-1.9,-2,1.7,-0.6,2,-1.6,-2,0.6,2,2,0
O=C(/C=C/c1cn(-c2ccccc2)nc1-c1ccc2c(c1)OCCO2)NCCCN1CCOCC1,-1.8,8,0.4,-0.4,2,-1.6,-10,-3.4,-241,-287,-2
CC(C)(C)c1ccc(C(=O)N2CCNC(=O)C2CC(=O)Nc2ccc(F)cc2)cc1 (stereo not given),-1.9,1,0.0,-0.5,-6,-1.0,1,-0.9,0,-2,0
O=C(Nc1cccc(C(F)(F)F)c1)Nc1nnc([C@@H]2C[C@H](O)[C@@H](CO)O2)s1,-2.0,1,x,-0.3,-2,-0.3,4,10*,2,4,1
CCN1CCN(C(=O)C23CCC(C)(C(=O)C2Br)C3(C)C)CC1 (stereo not given),-0.2,6,0.3,1.0,5,-0.7,-3,-0.4,2,-4,-3
CCOC(=O)C1CCCN(C(=O)c2ccc(C(F)(F)F)nc2C)CC1 (stereo not given),-2.0,3,x,-0.5,-4,-1.3,0,0.2,0,1,-1
O=C1/C(=C/c2ccc(O)cc2)SC(=S)N1Cc1cccnc1,-1.4,2,2.1,-0.1,-9,-1.0,-3,-3.0,-3,-4,0
COC(=O)C1CSC(C(=O)OC)N1C(=O)Nc1ccccc1 (stereo not given),-0.7,-2,0.7,-0.7,-3,-1.0,-4,2.6,3,4,3
